# MgcRacGAP inhibition – MgcRacGAP GTPase-activating activity inhibitors, confirmation, biochemical, ADP Hunter fluorescence; Rac GTPase-activating protein 1 (Homo sapiens); MgcRacGAP-stimulated Rac1 GTP hydrolysis, ADP Hunter fluorescence; higher % means a stronger effect; GST-tagged Rac1 F28L mutant substrate; one-dose inhibition, % at 30 µM; IC50 in µM for titrated hits; actives 0.6% (n = 340,000);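 active = first-screen hits whose inhibition reached a set limit at any dose in the follow-up dose series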;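 also: fluorescence reports GDP produced by GAP-driven GTP hydrolysis; strong numbers were not always called active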
# K1F lysis inhibition – inhibition of K1F phage lysis, E. coli UTI89, bacterial capsule biogenesis inhibitors, alamar blue (AID 488966); E. coli UTI89 K1F phage lysis, alamar blue, 2 h; higher % means a stronger effect; inhibition, % at 100 µM, or IC50 in µM where a hit was titrated; actives 0.02% (n = 340,000);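 active = phage lysis inhibition, versus mean bacterial control, above a set limit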;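 also: capsule biogenesis inhibitors block K1F phage lysis so surviving cells raise fluorescence; higher fluorescence means more inhibition of phage lysis; actives were called in the ten point dose series up to 300 µM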
# NS5 inhibitors – Dengue-2 NS5 methyltransferase inhibitors, primary screen, biochemical, confirmation dose response (AID 588689); actives 0.3% (n = 340,000); Dengue-2 NS5 methyltransferase capping enzyme assay, biochemical; higher % means a stronger effect; inhibition, % at 25 µM, or IC50 in µM where a hit was titrated; Genome polyprotein (Dengue virus type 2 (strain 16681-PDK53)); in the data active = a potency from the dose series
# NS5 inhibitors pilot replicate – also measured in NS5 inhibitors; calls as there; inhibition, %; measured here: pilot screen replicate inhibition
# Numbers without * were called inactive; / = no result given; [ ] = remark or other dose. Some of the compounds tested (hit frequency here may not be typical).
SMILES,MgcRacGAP inhibition,K1F lysis inhibition,NS5 inhibitors,others
CC(C)n1ncc2c(C(=O)Nc3ccccc3SCC(N)=O)cc(C3CC3)nc21,10%,/,-2%,
CCCCCC(=O)OCc1ccc(C2=CC(=O)CC(C)(C)C2=O)cc1,17%,/,-6%,
COc1cccc(/C=N/NC(=O)c2nnn(-c3nonc3N)c2CN(C)C2CCCCC2)c1,7%,/,-2%,
CCOC(=O)CCCCCC(=O)Nc1ccc2c(c1)C(=O)N([C@H](C)CO)C[C@H](C)[C@H](CN(C)C(=O)C1CCCCC1)OCCCC[C@@H](C)O2,12%,/,-8%,
C[C@H]1CCCCO[C@H](CN(C)CC2CCCCC2)[C@@H](C)CN([C@@H](C)CO)C(=O)c2cc(NS(=O)(=O)c3ccccc3)ccc2O1,15%,/,-2%,
Cc1[nH]c2ccccc2c1C(=O)C(=O)NCc1nnnn1-c1ccc(F)c(F)c1,14%,/,1%,
O=C(O)C1C=CC(C(=O)O)c2ccccc21 (stereo not given),3%,/,1%,
NC(=O)C1CCN(C(=O)c2ccc(Cl)c(S(=O)(=O)N3CCc4ccccc43)c2)CC1,6%,/,1%,
Cc1noc(C)c1NC(=O)N(C)C[C@@H]1OCc2cnnn2CCCC(=O)N([C@@H](C)CO)C[C@H]1C,14%,/,-8%,
C[C@H](CO)N1C[C@H](C)[C@@H](CN(C)C(=O)NC2CCCCC2)Oc2ncc(Br)cc2C1=O,7%,/,0%,
Cc1ccccc1C(C)(O)c1cnc(C)n1Cc1ccccc1 (stereo not given),5%,/,6%,
CC1CCc2sc(C(=O)NN=C3CCCC3)cc2C1 (stereo not given),23%,/,-1%,
COc1ccc(S(=O)(=O)N2CCC(C(=O)NCCC(=O)Nc3ccccc3OC)CC2)cc1,-32%,/,-3%,
Cc1ccc2nc(SCC(=O)N3N=C(c4cccs4)CC3c3ccc(F)cc3)nc(=O)n2c1 (stereo not given),7%,/,4%,
Cc1c([N+](=O)[O-])oc2c1C(=O)NCCC2,10%,/,1%,
Cc1ccc(CN2CCC[C@]3(N[C@H](c4ccccc4)[C@@H]4C(=O)N(C)C(=O)[C@@H]43)C2=O)cc1,8%,/,-9%,
CN(C)S(=O)(=O)c1cccc(NC(=O)COc2ccccc2C(=O)Nc2ccccc2)c1,11%,/,-3%,
COc1cc(/C=N/NC(=O)c2ccc3nc[nH]c3c2)cc(OC)c1OC(C)=O,14%,/,-1%,
O=C(Oc1ccc[nH]c1=O)C1CC1,7%,/,-5%,
O=C(Cc1ccccc1F)Nc1cccc(S(=O)(=O)N2CCCCC2)c1,7%,/,-2%,
CCCCN1C[C@H](CSC)[C@@H](CC(=O)Nc2ccc(OC)cc2)C1=O,13%,/,1%,
O=C(O)c1cocc1C(=O)O,5%,/,5%,
CCOC(=O)c1ccc(NC(=O)c2ncn3c2C(=O)NC[C@@H]3C)cc1,11%,/,1%,
Nc1ccc(N2N=C(N3CCCC3)CC2=O)cc1,12%,/,-2%,
COc1ccc2c(c1)CCCO[C@]21O[C@H](CCO)C[C@H](O)[C@H]1O,-2%,/,-6%,

# Six successive compounds from above, quoted:
SMILES,MgcRacGAP inhibition,K1F lysis inhibition,NS5 inhibitors,others
NC(=O)C1CCN(C(=O)c2ccc(Cl)c(S(=O)(=O)N3CCc4ccccc43)c2)CC1,6%,/,1%,
Cc1noc(C)c1NC(=O)N(C)C[C@@H]1OCc2cnnn2CCCC(=O)N([C@@H](C)CO)C[C@H]1C,14%,/,-8%,
C[C@H](CO)N1C[C@H](C)[C@@H](CN(C)C(=O)NC2CCCCC2)Oc2ncc(Br)cc2C1=O,7%,/,0%,
Cc1ccccc1C(C)(O)c1cnc(C)n1Cc1ccccc1 (stereo not given),5%,/,6%,
CC1CCc2sc(C(=O)NN=C3CCCC3)cc2C1 (stereo not given),23%,/,-1%,
COc1ccc(S(=O)(=O)N2CCC(C(=O)NCCC(=O)Nc3ccccc3OC)CC2)cc1,-32%,/,-3%,

# The main list resumes with the 4 entries that preceded the break.
SMILES,MgcRacGAP inhibition,K1F lysis inhibition,NS5 inhibitors,others
O=C(O)c1cocc1C(=O)O,5%,/,5%,
CCOC(=O)c1ccc(NC(=O)c2ncn3c2C(=O)NC[C@@H]3C)cc1,11%,/,1%,
Nc1ccc(N2N=C(N3CCCC3)CC2=O)cc1,12%,/,-2%,
COc1ccc2c(c1)CCCO[C@]21O[C@H](CCO)C[C@H](O)[C@H]1O,-2%,/,-6%,
C[C@H](CO)N1C[C@H](C)[C@H](CN(C)C(=O)Nc2ccc(C(F)(F)F)cc2)Oc2ncc(Br)cc2C1=O,13%,/,-5%,
CCOC(=O)C1(Cc2ccccc2)CCCN(C(=O)COc2ccccc2OC)C1 (stereo not given),9%,/,1%,
O=C(NCc1nnnn1-c1ccc(F)cc1)c1cc2ccccc2o1,4%,/,10%,
COC(=O)c1ccc2c(=O)n(CCN3CCOCC3)c(SCC(=O)Nc3ccccc3OC)nc2c1,-1%,/,6%,
O=S(=O)(NCc1ccncc1)c1ccc(F)c(F)c1,5%,/,-3%,
O=c1[nH]c2cc([N+](=O)[O-])cc(Cl)c2c2ccccc12,12%,/,6%,
C[C@@H]1CN([C@@H](C)CO)C(=O)CCCn2cc(nn2)CO[C@H]1CN(C)S(=O)(=O)c1ccc(C#N)cc1,4%,/,-10%,
CCC1NC(=O)c2cccnc2-n2c1nc1ccc(F)cc1c2=O (stereo not given),13%,/,6%,
CCc1ccccc1NC(=O)CCC(=O)N1CCN(C(C)=O)CC1,23%,/,-4%,
COc1ccc(CSc2n[nH]c(=O)[nH]c2=O)cc1,1%,/,6%,
Cc1ccc(S(=O)(=O)N(C)C[C@@H]2OCCCC[C@@H](C)Oc3ccc(NS(=O)(=O)c4c(C)noc4C)cc3C(=O)N([C@H](C)CO)C[C@@H]2C)cc1,14%,/,-4%,
Cc1ccc(C(=O)N(CC(=O)NC2CCCC2)c2ccccc2F)s1,6%,/,11%,
COc1ccc(CNC(=O)C2CCC(=O)N(C3CCCCCC3)C2)c(OC)c1 (stereo not given),16%,/,8%,
Cc1ccc(F)cc1NC(=O)COC(=O)C1CC2CCCC(C1)C2=O (stereo not given),9%,/,-2%,
COc1cccc(C(=O)NNS(=O)(=O)c2ccccc2)c1,4%,/,0%,
CCCc1c(C(=O)N/N=C(\C)c2ccccc2O)nnn1-c1nonc1N,8%,/,-4%,
CCC1(c2ccccc2)NC(=O)N(CC(=O)Nc2ccc3c(c2)CCC3)C1=O (stereo not given),5%,/,-1%,
C[C@@H]1CN([C@@H](C)CO)C(=O)CCCn2nncc2CO[C@H]1CN(C)C(=O)Nc1ccc(N2CCCCC2)cc1,12%,/,-6%,
COc1ccc(OCC(=O)N2CCc3ccccc32)c([N+](=O)[O-])c1,17%,/,0%,
C[C@@H]1CCCCO[C@@H](CN(C)C(=O)CCC(F)(F)F)[C@@H](C)CN([C@H](C)CO)C(=O)c2cc(N(C)C)ccc2O1,16%,/,3%,
CCN(C(=O)c1cc(OC)c(OC)c(OC)c1)C1CCCCC1,4%,/,2%,
CCC1CCC2(CC1)NC(=O)N(CC(=O)Nc1ccc(OC)cc1)C2=O (stereo not given),10%,1.0%[50 µM],-4%,
C[C@H](CO)N1C[C@H](C)[C@@H](CN(C)S(=O)(=O)c2ccccc2)Oc2ccc(NC(=O)CCN3CCOCC3)cc2C1=O,4%,0.4%,-2%,
COc1ccccc1CNC(=O)COC(=O)c1cc(C)nc2ccccc12,12%,0.7%[50 µM],-5%,
CCN(C[C@H]1N[C@@](CC)(C(=O)OC)[C@H]2C(=O)N(Cc3ccccc3)C(=O)[C@@H]12)S(=O)(=O)c1ccc(-c2ccccc2)cc1,7%,0.3%,-2%,NS5 inhibitors pilot replicate=1.8
SMILES,MgcRacGAP inhibition,K1F lysis inhibition,NS5 inhibitors,others
O=C(O)c1ccccc1NS(=O)(=O)c1cccc(NS(=O)(=O)c2cc(Br)ccc2Br)c1,-3%,0.0%,28µM*,
Cc1ccsc1C(=O)OC(C)C(=O)Nc1ccc(Cl)cn1 (stereo not given),-15%,0.1%,1%,
CC(=O)C1(O)CCC2C3CC(C)C4=CC(=O)C=CC4(C)C3(F)C(O)CC21C (stereo not given),-1%,6.1%,-13%,
Cc1sc2nc(SCC(=O)Nc3ccc(Cl)c(C(=O)O)c3)[nH]c(=O)c2c1C,9%,-0.4%,-1%,
CCC1(c2ccc(F)cc2)NC(=O)N(CC(=O)N2CCN(C(=O)c3cccs3)CC2)C1=O (stereo not given),1%,1.0%[50 µM],-7%,
CCN(CC)C(=O)[C@H]1CC(CC(=O)NCCN2CCOCC2)C(=O)N2CCc3c([nH]c4ccccc34)[C@]12C (stereo not given in full),7%,0.2%,-1%,NS5 inhibitors pilot replicate=-4.8
Cc1onc(-c2ccccc2)c1C(=O)N(C)CC(=O)Nc1ccc(F)c(F)c1F,-1%,0.8%[50 µM],-1%,
COCCN(C(=O)Cc1ccc(S(=O)(=O)N2CCOCC2)s1)c1c(N)n(CC(C)C)c(=O)[nH]c1=O,2%,0.4%[50 µM],16%,
CC1CCCC(CC(N)=O)CC1 (stereo not given),-1%,1.4%,1%,
C#CCOCCOCCOCCNc1nc(N2CCN(C(=O)[C@H](CCCCN)n3cc(CN)nn3)CC2)nc(N2CCN(C(=O)[C@H](CCC(=O)O)n3cc([C@@H](N)CCSC)nn3)CC2)n1,9%,0.3%,-7%,NS5 inhibitors pilot replicate=5.5
Cc1ccc(-c2csc(C(C#N)=C(O)CN3CCN(C(=O)c4ccco4)CC3)n2)cc1,9%,-0.4%,-9%,
C=C(C)c1cc2c(ccc3ccc(=O)oc32)o1,4%,5.4%,-1%,
CN1CCC(N(C)C(=O)c2cc(S(=O)(=O)N(C)c3ccccc3)ccc2Cl)CC1,0%,1.5%[50 µM],0%,
COc1ccc(-n2c(SCC(=O)N(C)C3CCS(=O)(=O)C3)nc3ccc(O)cc3c2=O)cc1OC (stereo not given),27%,-1.1%,11%,
CC12CCC(=O)CC1CCC1C2CCC2(C)C1CCC2(O)C(=O)CO (stereo not given),-2%,9.8%,2%,
CCC(CO)Oc1cc(NCc2ccccc2O)c2ncn(C(C)C)c2c1 (stereo not given),13%,-0.2%,2%,
O=C(c1cccs1)c1ccccc1Cc1cccs1,10%,1.8%,8%,
COc1ccc2c(c1)[C@H]1[C@H](CO2)[C@H](c2ccccc2)[C@]2(C)C(=O)Nc3ccc(Br)cc3C(=O)N12,2%,0.8%,8%,
O=C(NC1CCCCC1)c1ccc(-n2cncn2)c([N+](=O)[O-])c1,4%,-0.2%,5%,
O=[N+]([O-])c1cccc(Oc2ncccc2[N+](=O)[O-])c1,2%,-0.4%,-2%,
CN(C(=O)CSc1nccc(=O)[nH]1)C1CCCCC1,-1%,1.3%[50 µM],-8%,
C#CCOCCOCCOCCNc1nc(N2CCN(C(=O)[C@H]([C@@H](C)CC)n3cc(CCC(=O)O)nn3)CC2)nc(N2CCN(C(=O)[C@H](CCCCN)n3cc(CC(C)O)nn3)CC2)n1 (stereo not given in full),2%,1.4%,4%,
CSc1nc(N)nc2c1ncn2CC(=O)NCCCc1ccccc1,4%,0.3%,-10%,NS5 inhibitors pilot replicate=-1.2
Cc1ccc(NC(=O)COC(=O)c2cc(=O)c3ccccc3o2)c(Br)c1,-5%,0.5%[50 µM],-6%,

# Looked up one by one from above, 5 records:
SMILES,MgcRacGAP inhibition,K1F lysis inhibition,NS5 inhibitors,others
O=C(Oc1ccc[nH]c1=O)C1CC1,7%,/,-5%,
CSc1nc(N)nc2c1ncn2CC(=O)NCCCc1ccccc1,4%,0.3%,-10%,NS5 inhibitors pilot replicate=-1.2
COc1ccc(CSc2n[nH]c(=O)[nH]c2=O)cc1,1%,/,6%,
Cc1c([N+](=O)[O-])oc2c1C(=O)NCCC2,10%,/,1%,
CC12CCC(=O)CC1CCC1C2CCC2(C)C1CCC2(O)C(=O)CO (stereo not given),-2%,9.8%,2%,

# Compound activity: PubChem, Southern Research Specialized Biocontainment Screening Center
